# M18AAP inhibitor: PfM18AAP enzyme inhibition | recombinant PfM18AAP, H-Glu-NHMec fluorogenic cleavage | inhibition, % at 7.35 µM | 1.2% of 290,000 active;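 active means inhibition above the campaign mean inhibition over all tested compounds plus 3 SD, cut at about 28% in these data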;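 further: 0% = plate median of test compound wells and 100% = 2 mM ZnCl2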
# VIM-2 inh: inhibitors of Pseudomonas aeruginosa VIM-2 metallo-beta-lactamase. purified VIM-2, nitrocefin hydrolysis, epi-absorbance fluorescence. inhibition, % at 5.6 µM. 0.89% of 290,000 active. AID 1527;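 active means inhibition above the mean of all tested compounds plus 3 SD, cutoff set per screening run, cut at about 7.5% in these data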;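 further: red hydrolysis product quenches plate fluorescence so inhibitors raise well fluorescence; 0% = enzyme with DMSO and 100% = DMSO without enzyme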
# IDE act: IDE (human) activation, cell-based; P14735; AID 493087; HEK cells, FAbeta-B cleavage, fluorescence polarization; 0% vehicle, 100% cell-free pure enzyme wells; 0.073% of 340,000 active; activation, % at 5.96 µM;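 active means activation above the mean of all tested compounds plus 3 SD, set per screening campaign, cut at about 17% in these data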
# p-CIP stab down: p/CIP protein destabilization. decrease of EGFP signal, % at 10 µM. Q05BA5. F442A p/CIP-EGFP cells, EGFP fluorescence, 16 h. AID 1984. 0.01% of 290,000 active;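 active means EGFP signal decrease of at least 30% at 10 µM or well 3 SD below plate mean, unless failing retest; inactive means the rest, including hits failing retest or dose response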; further: some compounds called inactive have numbers as strong as hits; many of its hits are not listed in these tables
# GPR7 antagonist: human neuropeptides B/W receptor 1 antagonism | AID 1861 | 1.1% of 290,000 active | GPR7-expressing cells, fluorescence antagonist assay | inhibition, % at 4.4 µM; in the data active means inhibition above about 16%, passing the limit was not always enough;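 further: cells stimulated with the agonist NPW; 0% = agonist with vehicle and 100% = vehicle without agonist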
# IMP-1 inh: inhibitors of Pseudomonas aeruginosa IMP-1 metallo-beta-lactamase. inhibition, % at 5.6 µM. 0.45% of 290,000 active. purified IMP-1, nitrocefin hydrolysis, epi-absorbance fluorescence;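 active means inhibition above the mean plus 3 SD of all compounds in the same screening run, cut at about 4.5% in these data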;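 further: 0% = IMP-1 with DMSO and 100% = DMSO wells lacking enzyme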
#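 assay system = purified recombinant IMP-1 metallo-beta-lactamase enzyme | schedule = 15 min preincubation plus 25 min reaction at 25 °C | signal = Epi-absorbance fluorescence, 480 nm excitation, 530 nm emission | read-out basis = percent inhibition from optical density relative to buffer-blank wells | controls = IMP-1 with DMSO as 0%, enzyme-free DMSO as 100%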
# NALP1 inh: blocks the NALP1 inflammasome reconstituted in yeast. S. cerevisiae NALP1/ASC/caspase-1 growth, X-gal OD620, 72 h. inhibition, % at 10 µM. 0.61% of 280,000 active; in the data active means inhibition mostly above about 24%, no sharp cut-off; inactive means mostly below about 32%; further: some compounds called inactive have numbers as strong as hits
# IDE inh: cellular human IDE inhibition | inhibition, % at 5.59 µM | P14735 | HEK cells, FAbetaB cleavage, fluorescence polarization | 0.41% of 320,000 active;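 active means percent inhibition above the average of all tested compounds plus 3 SD, set per screening campaign, cut at about 16% in these data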;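 further: IDE supplied by intact live HEK cells; FP after avidin binding of uncleaved biotin substrate so inhibition keeps polarization high; 0% = DMSO wells and 100% = 60 µM reference IDE inhibitor Ii1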
# PHOSPHO1 block: inhibitors of human PHOSPHO1 phosphatase; inhibition, % at 13.3 µM; Q8TCT1; 1.1% of 290,000 active; recombinant PHOSPHO1, absorbance phosphatase assay; AID 1565; in the data active means inhibition above about 60%
# Numbers without * were called inactive; / = not tested or not shown.
SMILES,M18AAP inhibitor,VIM-2 inh,IDE act,p-CIP stab down,GPR7 antagonist,IMP-1 inh,NALP1 inh,IDE inh,PHOSPHO1 block
CCOc1ccc(Cc2onc3c2C(=O)CC(C)(C)C3)cc1OCC,-7,-2.0,3,-15,-15,-2.7,18,1,24
CCCc1ccc(S(=O)(=O)N/N=C\c2ccc3c(c2)OCO3)cc1,0,-1.7,6,-4,-15,-5.2,2,/,48
Cc1nc(N2CCC(C)CC2)c2c(C)c(C(=O)Nc3ccc(C)c(F)c3)sc2n1,-1,-1.3,4,14,-23,-2.6,2,-7,-16
CCOC(=O)c1c(C)[nH]c(C2=NNC(=Nc3ccccc3OC)SC2)c1C,-1,-2.6,-6,-3,-4,-2.9,12,5,-9
CO[C@H]1C=CO[C@@]2(C)Oc3c(C)c(O)c4c(O)c(c5c(c4c3C2=O)NC2(CCN(CC(C)C)CC2)N=5)=NC(=O)C(C)=CC=C[C@H](C)[C@H](O)[C@@H](C)[C@@H](O)[C@@H](C)[C@H](OC(C)=O)[C@@H]1C,12,-4.4,/,-8,-9,-3.1,8,-1,24
COc1ccc(NC(=O)NCc2ccc3c(c2)OCO3)cc1OC,4,-3.5,2,-3,-14,-3.6,9,1,36
COc1ccc(-c2cc(C(=O)NCCCn3ccnc3)no2)cc1,-10,0.4,7,1,10,-2.6,-3,-1,16
Cn1c(NC(=O)Cc2ccc(F)cc2)cc(=O)n(C)c1=O,-3,-0.6,0,2,-9,-3.8,17,0,5
O=C(O)CC1NCCc2ccccc21 (centres undefined),-21,-1.6,2,-12,-9,-2.8,22,-5,-8
COCCn1c(SCC(=O)N2CCCc3ccccc32)nnc1-c1ccco1,-16,0.2,8,8,-17,-8.0,15,1,-14
CCS(=O)(=O)Nc1cc(C(=O)O)ccc1C,1,-3.0,6,-6,-14,-2.6,-1,-3,11
Cc1ccc(CNS(=O)(=O)c2ccc([N+](=O)[O-])cc2)cc1,-2,-2.0,2,-9,3,-2.9,18,2,3
COc1ccc(CCNC(=O)CN2CCCc3ccccc32)cc1OC,2,-2.1,7,0,-9,-1.4,4,-4,4
CC(NC(=O)Nc1ccccc1F)C(C)(C)C (centres undefined),-4,-2.5,-1,-3,-16,-2.0,8,-2,-3
CCNC(=S)NNc1nc(N2CCCCC2)nc(N2CCOCC2)n1,44*,-4.6,5,-1,-12,-2.6,1,10,10
O=C(NCCCn1ccnc1)c1cccc(Cl)c1,-12,-1.4,-2,-8,3,-1.1,5,4,2
CC1CN(C(=O)Cc2ccc(-c3ccccc3)cc2)CC(C)O1 (centres undefined),-5,-2.8,-8,-12,-3,-7.0,20,2,-11
Cc1ccccc1Cn1nc(C)c(NC(=O)c2noc3c2CC(C(C)(C)C)CC3)c1C (centres undefined),1,-2.9,2,4,-6,-2.7,14,1,10
OCC1CCCN(C2CCN(Cc3nc(Cc4cccc(C(F)(F)F)c4)no3)CC2)C1 (centres undefined),0,-4.1,-2,1,1,-1.1,6,1,40
COc1ccc(C2CC(=O)C(C=NCC(C)C)=C(O)C2)cc1 (centres undefined),-12,-0.2,2,-9,-17,-0.9,19,/,5
C=C1CCN([C@H](C(=O)NCc2ccc(OC)cc2)C(C)C)S(=O)(=O)c2ccccc21,/,/,4,-2,/,/,16,6,13
COc1ccc(C2C(C#N)=C(N)N(Nc3ccccc3)C3=C2C(=O)CC(C)(C)C3)cc1C (centres undefined),-6,-2.7,-2,-11,3,-2.8,-8,10,6
CCn1c(Cc2ccc(OC)cc2)nnc1SCC(=O)Nc1nc2ccccc2s1,5,-3.1,7,-10,1,-2.7,-10,1,-7
Cc1ccc(S(=O)(=O)N2CCC(c3nnc(SCCN4CCCC4)n3C)CC2)cc1,-8,0.8,0,-15,2,-0.9,22,3,32
Cc1ccc(C(=O)Nc2ccc(C(=O)N3CCCCC3C)cc2)cc1 (centres undefined),-8,-2.8,4,-2,-3,-1.9,-21,-1,34
COc1ccc(NC(=O)c2ccc(Cn3cc(Cl)cn3)cc2)cc1,2,-1.2,2,-2,-4,-2.2,21,3,-28
CCCOC(=O)Nc1nc(-c2ccc(C)cc2)c(C)s1,6,-2.2,3,-2,3,-3.0,6,-2,4
O=C(Nc1ncc(S(=O)(=O)c2ccc([N+](=O)[O-])cc2)s1)c1ccccc1F,-10,-0.5,4,-7,-2,-3.3,9,0,-15
CCCN(CCC)C(=O)c1ccc2c(c1)N(CC)C(=O)c1ccccc1S2(=O)=O,-15,-1.5,1,2,8,2.1,14,11,20
CN1CCN(C(=O)/C=C/c2ccccc2)CC1,-4,0.3,0,6,-9,0.2,-4,-4,19

# Reformatted: results already given
# Fields: M18AAP inhibitor | VIM-2 inh | IDE act | p-CIP stab down | GPR7 antagonist | IMP-1 inh | NALP1 inh | IDE inh | PHOSPHO1 block
> CCOc1ccc(Cc2onc3c2C(=O)CC(C)(C)C3)cc1OCC
→ -7 | -2.0 | 3 | -15 | -15 | -2.7 | 18 | 1 | 24
> CCCc1ccc(S(=O)(=O)N/N=C\c2ccc3c(c2)OCO3)cc1
→ 0 | -1.7 | 6 | -4 | -15 | -5.2 | 2 | / | 48

# (more compounds)
SMILES,M18AAP inhibitor,VIM-2 inh,IDE act,p-CIP stab down,GPR7 antagonist,IMP-1 inh,NALP1 inh,IDE inh,PHOSPHO1 block
Cc1cc(C)n(C(C)CNS(=O)(=O)c2ccc(Cl)cc2)n1 (centres undefined),-18,-0.1,6,-6,-6,-3.0,7,2,22
Cc1ccc(N2CCN(/N=C/c3c(C)nn(-c4ccccc4)c3Cl)CC2)cc1,10,0.8,0,-4,13,-0.2,35,-2,3
COc1ccc(NCc2nnc(SCC(=O)Nc3cccc(C)c3)o2)cc1,1,-2.8,5,2,13,-1.5,-10,-2,37
Cc1[nH]nc2oc(=O)c(CCO)c(C)c12,-2,-6.0,8,6,-4,-4.5,6,6,-1
C=CCNC(=S)Nc1ccccc1-c1nnc2n1CCCCC2,-3,-1.6,-3,6,-8,-2.7,1,0,-1
Cc1ccc(-c2nc(=S)c3c(n2CCN2CCOCC2)CC(C)(C)OC3)cc1,4,-3.6,-1,1,-4,-0.3,4,-2,34
Cc1ccc(NC(=O)Cn2c(CCC(=O)O)ccc2-c2cccs2)cc1,5,-0.9,0,-3,0,-1.6,13,-3,-11
CCOC(=O)NC1(C(F)(F)F)N=C(c2ccccc2)NC1=O (centres undefined),-11,-1.4,2,1,17,0.5,12,0,7
Fc1cccc(C2CC(c3cccc(Br)c3)Nc3nnnn32)c1 (centres undefined),-1,-1.3,-1,-14,11,-2.5,10,0,3
CCOC(=O)c1ccc(NC(=O)CNC(=O)c2ccccc2)cc1,-6,-3.0,5,-20,-7,-3.5,0,-2,18
O=C(C1=C(O)C(=O)N(CCN2CCOCC2)C1c1ccccc1)c1cccs1 (centres undefined),2,-1.8,5,/,-9,-1.5,/,0,/
O=C(Nc1ccccc1C(=O)O)c1cccc(NC(=O)c2ccco2)c1,2,1.3,2,2,9,-0.2,15,5,/
COc1ccc(C2=NN(CCC(=O)NCc3ccc4c(c3)OCO4)C(=O)CC2)cc1,-17,-1.8,6,-17,-5,-3.8,15,0,-12
COc1ccccc1NC(=S)N1CCN(C(=O)C2CCCO2)CC1 (centres undefined),5,-1.9,8,-6,-9,-3.1,16,3,13
COc1ccc(Cc2c(O)nc(SCC(=O)c3ccc(OC)cc3)[nH]c2=O)cc1,-2,-2.2,3,-1,1,-0.8,-3,3,39
Cc1cccc(Cc2nnc(CCC(=O)N(C)C3CCOC3)o2)c1 (centres undefined),1,-1.3,-2,-3,6,-0.5,9,3,40
CC(C)CCNC(=O)CN(Cc1ccc2c(c1)OCO2)C(=O)CCC(=O)Nc1ccccn1,-1,-4.2,-1,-3,-4,-4.6,2,6,14
O=C(Nc1ccc([N+](=O)[O-])cc1)Nc1ccon1,5,-0.8,-1,-4,26,-0.6,26,0,8
NNC(=O)CNc1cccc(Br)c1,-2,-1.9,-1,-5,-1,-3.8,9,3,20
CCN(c1ccccc1)S(=O)(=O)c1cc2c3c(c1)C(C)C(=O)N3CCC2 (centres undefined),1,-2.0,1,-4,-11,-2.8,2,2,45

# 3 entries from above in another layout:
# Order of results – M18AAP inhibitor	VIM-2 inh	IDE act	p-CIP stab down	GPR7 antagonist	IMP-1 inh	NALP1 inh	IDE inh	PHOSPHO1 block
O=C(C1=C(O)C(=O)N(CCN2CCOCC2)C1c1ccccc1)c1cccs1 (centres undefined)
 : 2	-1.8	5	/	-9	-1.5	/	0	/
O=C(Nc1ccccc1C(=O)O)c1cccc(NC(=O)c2ccco2)c1
 : 2	1.3	2	2	9	-0.2	15	5	/
COc1ccc(C2=NN(CCC(=O)NCc3ccc4c(c3)OCO4)C(=O)CC2)cc1
 : -17	-1.8	6	-17	-5	-3.8	15	0	-12

# Carrying on.
SMILES,M18AAP inhibitor,VIM-2 inh,IDE act,p-CIP stab down,GPR7 antagonist,IMP-1 inh,NALP1 inh,IDE inh,PHOSPHO1 block
COc1cccc(CN(C)C(=O)C23CC4CC(CC(C4)C2)C3)c1,5,-1.6,2,-30,-1,-2.8,14,-4,28
O=C(CSc1ccc([N+](=O)[O-])cc1)Nc1cccc(S(=O)(=O)Nc2ccccc2F)c1,8,-2.6,-2,-6,13,-2.4,-11,7,-70
Cc1ccccc1NC(=O)Cn1c(=O)n(C)c2ccccc21,0,-1.8,4,1,-7,-1.8,12,7,19
Cc1nc(-c2ccc(S(=O)(=O)Nc3cccc(Cl)c3)cc2)co1,-4,-1.0,-4,-2,4,-2.3,11,2,0
